DAX1 inh-1: DAX1 (NR0B1) inhibition, primary screen | HEK293T StAR-luciferase reporter, SF-1/DAX-1 repression relief | inhibition, % at 6.8 µM | actives 1.1% (n = 370,000) | AID 652010;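 active means inhibition above the mean over all tested compounds plus 3 SD, cut at about 3.6% in these data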;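 further: 0% = DAX-1 cells with DMSO and 100% = cells lacking DAX-1 with DMSO; higher inhibition means more luminescence from relief of DAX-1 repression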
hcDAF-12 act: activators of H. contortus DAF-12 nuclear receptor. HEK293 hcDAF-12 lit1-tk-luc reporter, luminescence; 0% DMSO, 100% Δ7-dafachronic acid. activation, % at 6.8 µM. actives 1.4% (n = 370,000);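 active means activation above the mean of all tested compounds plus 3 SD, cut at about 5.5% in these data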;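 further: 100% = response to 3 µM Δ7-dafachronic acid high control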
ssDAF-12 act: activates DAF-12 receptor from parasite S. stercoralis; HEK293 ssDAF-12/GRIP1 lit1-tk-luc reporter, luminescence; % of 3 µM dafachronic acid response; activation, % at 6.8 µM; actives 1% (n = 370,000);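 active means activation above the mean over all tested compounds plus 3 SD, cut at about 0.9% in these data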;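 further: 0% = DMSO-only wells and 100% = 3 µM delta7-dafachronic acid wells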
PLC-beta3 inh: inhibitors of human phospholipase C beta3; actives 0.18% (n = 370,000); inhibition, % at 12.2 µM; Purified PLC-beta3, fluorogenic substrate, fluorescence; in the data active means inhibition above about 11%;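 further: 0% = median of compound wells on plate and 100% = full blocker control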
PG9 Ab binder: PG9 antibody binding by small molecule; TR-FRET gp120-PG9 antibody binding; actives 0.43% (n = 360,000); inhibition, % at 6.7 µM; in the data active means inhibition above about 8.5%
SMARCA2 act: increases SMARCA2 function in MMTV reporter cells; MG213 cells, MMTV-luciferase reporter, dexamethasone, overnight; activation, % at 9.1 µM; actives 1% (n = 370,000); in the data active means activation above about 7.8%;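 further: 0% = vehicle wells and 100% = reference activator wells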
hgDAF-12 ag: agonists of H. glycines DAF-12 nuclear receptor; activation, % at 6.8 µM; AID 687014; actives 1.8% (n = 370,000); HEK293 GAL4-hgDAF12 UAS-luciferase reporter, agonist luminescence; normalized to butyrate control;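 active means activation above a cutoff set at the mean of all screened compounds plus 3 SD, cut at about 10% in these data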;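 further: 0% = DMSO wells and 100% = sodium butyrate wells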
FXN GAA850 act: frataxin GAA850 promoter activation | HEK293 lucGAA850 FXN promoter luciferase reporter, 24 h; percent of 10 µM SAHA response | activation, % at 6 µM | actives 0.56% (n = 360,000);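 active means activation above the average of all compounds screened plus 3 SD, cutoff fixed separately per campaign, cut at about 7.5% in these data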;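 further: 0% = DMSO wells and 100% = 10 µM SAHA wells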
Rev-erbA mod: Rev-erb alpha (human) modulation; activity, % at 10 µM; Rev-erbα–FITC-DNA binding, fluorescence polarization, 90 min; P20393; actives 0.79% (n = 370,000);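 active means activity above about 14%, limit read from the data; passing the limit was not always enough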;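 further: 0% = DMSO wells with 35 nM protein and 100% = DMSO wells with 750 nM protein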
Target sequence (P20393 whole entry, looked up): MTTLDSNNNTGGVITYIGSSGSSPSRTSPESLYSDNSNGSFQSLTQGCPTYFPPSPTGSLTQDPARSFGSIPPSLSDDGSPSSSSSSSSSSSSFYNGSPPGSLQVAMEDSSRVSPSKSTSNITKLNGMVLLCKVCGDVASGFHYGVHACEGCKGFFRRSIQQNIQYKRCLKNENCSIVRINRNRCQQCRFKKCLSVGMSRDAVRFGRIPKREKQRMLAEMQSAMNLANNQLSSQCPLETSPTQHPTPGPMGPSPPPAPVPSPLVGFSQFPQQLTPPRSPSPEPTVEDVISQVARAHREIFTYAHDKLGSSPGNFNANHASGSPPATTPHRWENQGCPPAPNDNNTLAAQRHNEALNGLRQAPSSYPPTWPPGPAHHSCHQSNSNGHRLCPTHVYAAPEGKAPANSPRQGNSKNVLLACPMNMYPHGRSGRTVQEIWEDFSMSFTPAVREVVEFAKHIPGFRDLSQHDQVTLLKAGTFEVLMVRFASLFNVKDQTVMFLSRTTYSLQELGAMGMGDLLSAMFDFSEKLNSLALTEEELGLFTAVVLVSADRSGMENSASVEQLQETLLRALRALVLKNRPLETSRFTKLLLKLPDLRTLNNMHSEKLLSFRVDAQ
HGIII-sPLA2 inh: Blocks human group III sPLA2 activity. AID 743126. Q9NZ20. QFRET BODIPY PC-A2 liposome hydrolysis, fluorescence. inhibition, % at 12.2 µM. actives 0.56% (n = 370,000);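 active means inhibition above mean plus 3 SD of compounds lying within the high and low control bounds, cut at about 19% in these data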;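 further: 0% = median of test compound wells and 100% = no enzyme DMSO wells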
DAX1 inh-2: inhibitors of human orphan nuclear receptor DAX1 (NR0B1); HEK293 Gal4-DAX1 luciferase reporter, luminescence; inhibition, % at 6.75 µM; actives 0.99% (n = 340,000); AID 504766;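 active means inhibition above the mean over all tested compounds plus 3 SD, cut at about 4.2% in these data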;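 further: 0% = DAX1-transfected cells with DMSO and 100% = empty-vector control cells with DMSO; inhibition shows as a rise in luminescence from relieved DAX1 repression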
Target sequence (P51843 207-470 limits assumed): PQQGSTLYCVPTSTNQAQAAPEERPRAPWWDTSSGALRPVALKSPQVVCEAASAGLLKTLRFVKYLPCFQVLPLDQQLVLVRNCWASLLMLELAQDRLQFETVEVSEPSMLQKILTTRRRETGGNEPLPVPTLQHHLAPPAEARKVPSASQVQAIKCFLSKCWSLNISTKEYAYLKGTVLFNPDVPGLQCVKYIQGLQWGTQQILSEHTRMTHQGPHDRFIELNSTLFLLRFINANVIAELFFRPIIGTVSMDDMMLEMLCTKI
Starred values were filed as active, the others as inactive; . = no result given.

SMILES	DAX1 inh-1	hcDAF-12 act	ssDAF-12 act	PLC-beta3 inh	PG9 Ab binder	SMARCA2 act	hgDAF-12 ag	FXN GAA850 act	Rev-erbA mod	HGIII-sPLA2 inh	DAX1 inh-2
O=C(Nc1ccccc1Cl)c1cnccn1	-0.7	-1.6	-0.8	-1.4	-2.1	-1.1	0.4	-0.3	-1.7	-0.7	-0.1
Cc1ccc(SCC(=O)Nc2oc(C)c3c(C)n[nH]c(=O)c23)cc1C	-1.1	-0.2	-0.2	1.2	0.9	-0.9	-2.2	0.1	0.0	-8.3	-0.8
CCCCc1nc(NCCO)c(C#N)c2c1CCCC2	-1.1	-2.0	-1.8	-19.1	0.7	-2.0	-3.1	0.5	-4.7	2.9	-2.0
CC(=O)Nc1ccc(NC(=O)CSc2ccc(C)cc2)cc1	-0.1	-0.7	-1.4	4.6	0.2	3.6	1.0	0.7	0.3	-0.9	0.5
COC(=O)C1CN(C(=O)C(C)Oc2ccc(C(C)C)cc2)c2ccccc2O1 (stereo not given)	-0.1	-0.9	-1.0	-3.1	3.7	-3.8	-1.3	5.0	-2.0	8.6	-1.2
CC(=O)N1N=C(c2ccccc2O)OC1(C)CC(=O)Nc1ccccc1 (stereo not given)	-0.4	6.8*	-0.2	-16.6	0.5	-1.2	-1.2	0.5	0.9	0.2	3.5
CCOC(=O)C1C(c2ccccc2)N(C)OC1(O)C(F)(F)F (stereo not given)	-0.1	0.3	-0.8	1.3	0.3	0.8	-2.2	-0.5	2.8	-0.1	-0.2
CN(C)CCCNC(=O)c1ccc(-c2cc(O)c3ncccc3c2)cc1	0.3	1.0	-0.2	-65.1	-2.6	2.7	-2.1	2.8	5.4	-9.4	0.3
O=[N+]([O-])c1ccc(NC(=S)N2CCN(c3ccccn3)CC2)cc1	-0.2	1.1	0.0	-4.4	0.6	-1.5	-0.5	1.0	-7.3	15.6	0.2
CCN(c1ccc(OC)cc1)S(=O)(=O)c1nnc(NC(=O)C(C)C)s1	-0.5	0.0	-0.8	-3.1	-2.3	-3.1	0.2	0.7	0.1	8.9	-0.2
O=c1c2ccccc2oc2cc(Br)ccc12	0.2	1.7	-0.7	0.5	-2.7	0.3	1.0	3.2	0.9	5.9	0.5
COc1ccc(S(=O)(=O)N2Cc3ccccc3CC2C(=O)N2CCOCC2)cc1 (stereo not given)	0.3	-1.1	-1.5	6.2	0.1	-0.5	1.5	-1.5	-6.3	-2.1	0.0
COc1ccc2nc(SCC(=O)Nc3ccc4[nH]c(=O)[nH]c4c3)[nH]c2c1	0.3	2.4	0.5	-8.5	-2.8	-1.6	2.3	1.6	-2.5	-4.0	0.4
Nc1n[nH]c(-c2ccc([N+](=O)[O-])cc2[N+](=O)[O-])n1	-0.4	1.1	-1.2	-0.6	0.5	-2.7	0.1	1.7	-4.6	2.4	0.1
O=C(COC(=O)c1ccccc1OC(F)F)Nc1ccc(N2CCCCC2)cc1	0.9	0.9	-0.9	-8.3	-1.1	-0.6	2.7	0.0	5.3	3.4	0.8
CC(OC(=O)CCc1nc2ccccc2c(=O)[nH]1)C(=O)c1ccc(C(C)(C)C)cc1 (stereo not given)	-0.1	-0.2	-1.1	-4.9	-2.6	-0.8	1.5	1.6	-3.0	-20.3	-2.0
C[C@H](CO)N1C[C@H](C)[C@H](CN(C)Cc2ccccc2)Oc2ncc(Br)cc2C1=O	1.3	2.9	-1.5	1.2	-2.2	-5.1	-1.1	-2.3	6.8	12.0	-1.4
COC(=O)c1ccccc1N1C(=O)[C@@H]2C(c3ccc(F)cc3)=NO[C@@H]2C1=O	0.0	0.8	-1.5	1.4	-2.9	0.3	0.6	0.2	-1.7	1.9	1.5
Cn1cccc1C(=O)NC1CCCCCC1	4.4*	4.5	-0.1	0.0	1.2	3.7	8.5	4.4	1.0	0.4	0.2
COc1ccc(CN2CCC3CC2c2cc(Cl)ccc23)cc1 (stereo not given)	-1.6	-1.1	-1.2	-1.7	0.6	-3.8	-3.4	-2.6	2.0	10.1	1.0

Compounds shown so far containing a Cl atom:
SMILES	DAX1 inh-1	hcDAF-12 act	ssDAF-12 act	PLC-beta3 inh	PG9 Ab binder	SMARCA2 act	hgDAF-12 ag	FXN GAA850 act	Rev-erbA mod	HGIII-sPLA2 inh	DAX1 inh-2
O=C(Nc1ccccc1Cl)c1cnccn1	-0.7	-1.6	-0.8	-1.4	-2.1	-1.1	0.4	-0.3	-1.7	-0.7	-0.1
COc1ccc(CN2CCC3CC2c2cc(Cl)ccc23)cc1 (stereo not given)	-1.6	-1.1	-1.2	-1.7	0.6	-3.8	-3.4	-2.6	2.0	10.1	1.0

Single records (already shown). Order of screens: DAX1 inh-1 | hcDAF-12 act | ssDAF-12 act | PLC-beta3 inh | PG9 Ab binder | SMARCA2 act | hgDAF-12 ag | FXN GAA850 act | Rev-erbA mod | HGIII-sPLA2 inh | DAX1 inh-2
`C[C@H](CO)N1C[C@H](C)[C@H](CN(C)Cc2ccccc2)Oc2ncc(Br)cc2C1=O` in the list: 1.3 | 2.9 | -1.5 | 1.2 | -2.2 | -5.1 | -1.1 | -2.3 | 6.8 | 12.0 | -1.4
`Nc1n[nH]c(-c2ccc([N+](=O)[O-])cc2[N+](=O)[O-])n1` in the list: -0.4 | 1.1 | -1.2 | -0.6 | 0.5 | -2.7 | 0.1 | 1.7 | -4.6 | 2.4 | 0.1
`CC(OC(=O)CCc1nc2ccccc2c(=O)[nH]1)C(=O)c1ccc(C(C)(C)C)cc1` (stereo not given) in the list: -0.1 | -0.2 | -1.1 | -4.9 | -2.6 | -0.8 | 1.5 | 1.6 | -3.0 | -20.3 | -2.0
`Cn1cccc1C(=O)NC1CCCCCC1` in the list: 4.4* | 4.5 | -0.1 | 0.0 | 1.2 | 3.7 | 8.5 | 4.4 | 1.0 | 0.4 | 0.2
`O=C(COC(=O)c1ccccc1OC(F)F)Nc1ccc(N2CCCCC2)cc1` in the list: 0.9 | 0.9 | -0.9 | -8.3 | -1.1 | -0.6 | 2.7 | 0.0 | 5.3 | 3.4 | 0.8

New compounds follow.
SMILES	DAX1 inh-1	hcDAF-12 act	ssDAF-12 act	PLC-beta3 inh	PG9 Ab binder	SMARCA2 act	hgDAF-12 ag	FXN GAA850 act	Rev-erbA mod	HGIII-sPLA2 inh	DAX1 inh-2
CCOC(=O)c1c(C)nn(-c2ccc(NC(=O)c3cccs3)cc2)c1C	-2.1	-3.3	-1.9	-3.6	0.2	-0.6	-5.3	-0.5	0.2	-17.9	-1.0
CCc1ccc[n+](-c2[nH]c(=O)sc2/C=N/N=C(\[O-])c2ccncc2)c1	0.3	-1.3	-0.8	-0.7	-4.1	-1.6	0.0	1.1	4.7	7.3	0.5
CC1CC(C)CN(S(=O)(=O)c2cc3c4c(c2)CCN4C(=O)CC3)C1 (stereo not given)	-0.1	-0.1	-1.3	-4.7	-3.2	-2.9	-1.4	1.1	1.7	4.5	0.5
Cc1sc2nc(SC(C)C)nc(N)c2c1C	-0.3	1.0	-1.0	-1.6	10.6*	0.2	-0.4	2.9	48.5*	2.0	0.0
Cc1onc(-c2ccccc2)c1C(=O)N1CCN(C(=O)C(=O)c2cccc(C(F)(F)F)c2)CC1	-0.9	-0.7	-1.1	0.5	-1.2	-3.1	-2.5	.	-6.1	-7.3	.
N#Cc1c(SCC(N)=O)nsc1SCc1ccc(Cl)cc1	-0.7	2.3	0.3	2.4	-0.3	-0.9	1.6	-0.2	-4.5	29.7*	1.1
CC(=O)c1ccc2c(c1)Cc1cc(C(C)=O)ccc1-2	1.6	1.1	-0.5	0.6	2.5	7.2	7.1	6.0	-2.3	-6.3	1.5
CN(C(=O)COC(=O)c1cc([N+](=O)[O-])ccc1N1CCOCC1)C1CCCCC1	0.0	0.0	-1.3	2.5	-0.3	-1.1	-1.7	1.4	2.2	-1.6	-0.6
O=C1CCC(C(=O)OCC(=O)N2N=C3/C(=C/c4ccccc4)CCCC3C2c2ccccc2)N1 (stereo not given)	-1.4	0.0	-1.4	-50.4	0.0	-4.0	-2.7	-1.8	0.1	-5.9	-1.3
CC1(C(=O)Nc2cnc3ccccc3c2)CCN1Cc1ccccc1Cl (stereo not given)	1.1	-3.3	-2.0	-0.8	1.1	-1.8	-8.9	-4.6	0.4	-15.2	.
COc1ccc(NS(=O)(=O)c2cc(N=Nc3c(O)[nH]c(=O)[nH]c3=O)ccc2OC)cc1Br	0.1	-0.4	-1.2	-7.5	-5.5	-4.4	2.6	-2.2	-4.1	0.6	0.8
Cc1cc(C)n2nc(SCc3cccc(S(=O)(=O)N(C)C)c3)nc2n1	-0.7	-1.4	-1.4	-5.0	-0.4	-3.2	-3.7	0.1	2.8	-4.6	-1.5
COc1ccc(CC(=O)NNC(=O)c2ccc(NC(C)=O)cc2)cc1	-0.1	0.5	0.1	-1.2	-0.7	-1.6	-0.3	-0.2	-2.5	-4.6	0.2
C=CCN1C(=O)[C@@H](CC(=O)N2CCN(C(=O)c3ccco3)CC2)[C@]2(C(=O)OC)CCCCC=C12	0.1	1.1	-0.8	-0.8	.	-3.1	0.4	.	-3.6	13.7	.
Cn1nnnc1SCCNCc1cccnc1	0.9	-1.4	-1.7	3.4	-0.4	-2.3	4.0	-4.1	-1.1	6.7	0.8
COc1ccc(N2CC(C(=O)OCC(=O)NCc3ccccc3)CC2=O)cc1 (stereo not given)	-0.6	0.3	-1.1	-2.7	-0.1	1.0	2.1	-0.8	7.2	1.0	1.7
O=C1Nc2cc(Cl)ccc2C1(N1CCNCC1)C(F)(F)F (stereo not given)	0.3	-0.9	-1.1	2.7	-0.6	3.3	-2.1	-2.3	7.9	-13.1	-0.1
COc1cc(OC)cc(C(=O)NC(C(=O)Nc2ccc3nc(C)sc3c2)C(C)C)c1 (stereo not given)	-1.6	-1.7	-1.6	-8.6	-0.3	-4.9	-1.1	-2.6	2.0	-12.8	-0.8
O=C(c1ccc(-n2c(SCc3cccc(F)c3)nc3ccccc3c2=O)cc1)N1CCOCC1	-0.2	-2.1	-0.5	-0.1	0.8	-2.1	1.9	0.7	11.7	18.0	0.7
O=C(CSc1n[nH]c(-c2cccs2)n1)NCc1cccs1	0.4	1.4	-0.1	6.6	1.1	-7.6	-1.1	-1.9	4.2	12.1	-0.1
O=C(COC(=O)/C=C/c1ccccc1[N+](=O)[O-])NCc1ccco1	0.8	1.1	-0.9	-5.6	-1.2	-4.0	1.9	0.1	-7.6	-2.3	0.1
c1ccc(C2NCCc3ccccc32)cc1 (stereo not given)	0.2	-0.6	-1.1	1.4	-1.2	-3.9	0.8	-2.8	-5.6	-1.6	2.1
COc1cccc(-n2nnc3c(=O)n(Cc4cccc(C)c4)cnc32)c1	1.0	-2.1	-0.6	-5.0	0.5	3.0	0.1	1.1	-6.1	-8.5	0.6

hcDAF-12 act, hit marks shown above
canonical_smiles | DAX1 inh-1 | hcDAF-12 act | ssDAF-12 act | PLC-beta3 inh | PG9 Ab binder | SMARCA2 act | Rev-erbA mod | HGIII-sPLA2 inh | DAX1 inh-2
CC(=O)N1N=C(c2ccccc2O)OC1(C)CC(=O)Nc1ccccc1 (stereo not given) | -0.4 | 6.8* | -0.2 | -16.6 | 0.5 | -1.2 | 0.9 | 0.2 | 3.5

Screening data as filed in PubChem BioAssay.
